# LYPLA2 inh – LYPLA2 (human) inhibition in PME1 counter-screen; inhibition, % at 5.9 µM; recombinant LYPLA2, FP-Rh probe fluorescence polarization; O95372; 320,000 compounds, 0.38% hits;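 active = inhibition above the screen-wide mean plus 3 SD, limit set per campaign, cut at about 26% in these data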;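 also: 0% = LYPLA2 with DMSO and 100% = wells lacking LYPLA2 enzyme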
# Target sequence (O95372 whole entry, looked up): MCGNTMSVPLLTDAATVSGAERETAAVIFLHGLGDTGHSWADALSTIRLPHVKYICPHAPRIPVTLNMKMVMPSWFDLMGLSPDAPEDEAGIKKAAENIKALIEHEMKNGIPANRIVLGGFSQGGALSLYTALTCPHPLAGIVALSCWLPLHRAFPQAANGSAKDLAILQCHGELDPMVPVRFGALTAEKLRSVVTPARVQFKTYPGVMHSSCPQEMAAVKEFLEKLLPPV
# pPAFAH inh – inhibitors of human plasma PAF acetylhydrolase (pPAFAH) | Q13093 | recombinant pPAFAH, FP-rhodamine probe fluorescence polarization | inhibition, % at 3.39 µM | 330,000 compounds, 1.5% hits;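 active = inhibition above the mean inhibition across the screen plus 3 SD, cut at about 25% in these data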;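 also: inhibitors block binding of the rhodamine activity-based probe so polarization drops; 0% = enzyme with DMSO and 100% = wells lacking pPAFAH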
# PAD4 FP inh – inhibitors of human PAD4. Q9UM07. recombinant PAD4, RCA probe fluorescence polarization. inhibition, % at 6.36 µM. 330,000 compounds, 0.41% hits. AID 485272;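 active = percent inhibition above a cutoff equal to the mean of all tested compounds plus 3 SD, cut at about 15% in these data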;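 also: 0% = PAD4 with RCA probe and DMSO and 100% = probe without PAD4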
# PAFAH1B3 FP inh – PAFAH1B3 (human) inhibition; Q15102; inhibition, % at 3.39 µM; AID 492972; 340,000 compounds, 0.28% hits; recombinant PAFAH1B3, FP-rhodamine probe, fluorescence polarization;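 active = inhibition above the screen-wide average of all tested compounds plus 3 SD, cut at about 25% in these data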;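 also: 0% = enzyme with DMSO only and 100% = wells lacking PAFAH1B3 protein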
# Target sequence (Q15102 whole entry, looked up): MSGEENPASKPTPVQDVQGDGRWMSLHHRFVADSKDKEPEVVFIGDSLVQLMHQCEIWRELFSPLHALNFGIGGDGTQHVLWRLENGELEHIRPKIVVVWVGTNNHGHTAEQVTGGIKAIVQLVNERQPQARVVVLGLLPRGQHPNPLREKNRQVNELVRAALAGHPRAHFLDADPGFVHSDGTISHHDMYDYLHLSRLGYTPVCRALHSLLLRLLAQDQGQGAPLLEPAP
# PREPL inh – inhibitors of human prolyl oligopeptidase-like enzyme PREPL; Q4J6C6; recombinant PREPL, fluorescence polarization activity-based probe; inhibition, % at 5.96 µM; 320,000 compounds, 0.68% hits; AID 2751; in the data active = inhibition above about 43%;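 also: 0% = enzyme with DMSO and 100% = wells lacking enzyme; many of its hits are not listed in these tables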
# PAFAH1B2 inh – PAFAH1B2 (human) inhibition. recombinant PAFAH1B2, FP-rhodamine activity probe, fluorescence polarization. inhibition, % at 3.39 µM. 340,000 compounds, 1.2% hits. AID 492953;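 active = inhibition above the mean of all tested compounds plus 3 SD, cut at about 24% in these data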;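 also: 0% = enzyme with DMSO and 100% = wells lacking PAFAH1B2; many of its hits are not listed in these tables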
# Target sequence (P68402 whole entry, looked up): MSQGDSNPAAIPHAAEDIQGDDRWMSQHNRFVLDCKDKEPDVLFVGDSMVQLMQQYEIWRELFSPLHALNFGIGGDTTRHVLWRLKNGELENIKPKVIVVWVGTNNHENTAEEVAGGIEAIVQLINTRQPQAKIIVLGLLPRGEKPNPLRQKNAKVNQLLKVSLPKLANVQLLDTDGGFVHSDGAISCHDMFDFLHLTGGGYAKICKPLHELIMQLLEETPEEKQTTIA
# GSTO1 inh – GSTO1 inhibition, counter-screen for RBBP9 inhibitors; recombinant GSTO1, activity-based probe fluorescence polarization; 300,000 compounds, 1.1% hits; AID 1974; inhibition, % at 5.96 µM; P78417;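 active = inhibition above the campaign mean inhibition plus 3 SD, cut at about 35% in these data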;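 also: 0% = GSTO1-1 with DMSO and 100% = wells lacking GSTO1-1 enzyme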
# Target sequence (P78417 whole entry, looked up): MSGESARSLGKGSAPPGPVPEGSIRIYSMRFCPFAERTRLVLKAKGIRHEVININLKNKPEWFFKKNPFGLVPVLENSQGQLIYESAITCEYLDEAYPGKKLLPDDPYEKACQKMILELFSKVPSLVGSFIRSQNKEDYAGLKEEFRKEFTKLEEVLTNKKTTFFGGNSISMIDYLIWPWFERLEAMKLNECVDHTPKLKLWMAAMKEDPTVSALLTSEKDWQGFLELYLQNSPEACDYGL
# LYPLA1 counter – blocks human lysophospholipase 1, a PME1 counter-screen. recombinant LYPLA1, FP-Rh probe fluorescence polarization. inhibition, % at 5.9 µM. 320,000 compounds, 0.16% hits. O75608. AID 2174;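 active = inhibition above the mean of all tested compounds plus 3 SD, set per campaign, cut at about 14% in these data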;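 also: inhibitors block serine hydrolase probe labeling of LYPLA1 so polarization falls; 0% = enzyme with DMSO and 100% = wells lacking LYPLA1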
# PME-1 primary – blocks human protein phosphatase methylesterase 1; Q9Y570; recombinant PME-1, FP-Rh probe fluorescence polarization; inhibition, % at 5.9 µM; 320,000 compounds, 0.53% hits; AID 2130;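 active = inhibition above the campaign mean of all compounds plus 3 SD, cut at about 26% in these data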;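 also: competitive labeling of PME-1 active site by serine hydrolase directed probe; 0% = PME-1 with DMSO and 100% = wells lacking PME-1 enzyme; inhibitors block probe labeling so polarization falls and inhibition rises; many of its hits are not listed in these tables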
# Numbers without * were called inactive; · = no result given. An excerpt, so the mix of outcomes need not match the whole.
SMILES,LYPLA2 inh,pPAFAH inh,PAD4 FP inh,PAFAH1B3 FP inh,PREPL inh,PAFAH1B2 inh,GSTO1 inh,LYPLA1 counter,PME-1 primary
COc1ccccc1NC(=S)NC(=O)C(C)C,6,1,0,-4,9,0,0,0,3
CCCc1[nH]nc2c1C(c1cccnc1)C(C#N)=C(N)O2 (configuration not stated),1,0,1,5,-1,3,-5,2,-2
CNC(=O)c1[nH]cnc1C(=O)Nc1cccc(C)c1,11,3,2,11,-3,4,·,2,-3
O=C(NCC(=O)N1CC=C(c2ccccc2)CC1)c1ccc(OC(F)F)cc1,·,4,-5,1,14,-1,·,·,·
COc1ccc(-c2cc(C(=O)NN)n(-c3ccccc3)n2)cc1,-7,-11,-1,5,-3,2,-1,-5,-14
COc1cc(C(=O)Nc2ccc3c(c2)N(C(=O)CCN(C)C)c2ccccc2CC3)cc(OC)c1OC,1,3,-1,10,16,5,-1,2,-3
O=C(CCNS(=O)(=O)c1cccc2nsnc12)Nc1ccc2c(c1)OCCO2,-4,6,3,5,1,5,-3,0,0
O=C(Cn1ncc2c3ccccc3n(Cc3ccccc3)c2c1=O)N1CCN(c2ccccn2)CC1,-1,13,-1,3,3,0,0,3,-2
CN(CCO)Cc1csc2ccc(Br)cc12,-1,5,3,2,8,1,7,-3,-2
Cc1cccc(-c2n[nH]c([N+](=O)[O-])n2)c1,-6,1,-2,-1,4,6,4,1,-1
CCN(CC)S(=O)(=O)c1ccc(N2CCCC2)c(NC(=O)c2ccc(OC)cc2OC)c1,0,11,-5,4,-7,-3,7,1,5
Cn1c2c(c(=O)n(C)c1=O)C(c1ccc(F)cc1)C(C#N)=C(N)O2 (configuration not stated),-2,4,-4,0,2,6,6,-2,0
Cc1ccc(S(=O)(=O)NCCC(c2ccccc2)c2ccccc2)cc1C(=O)O,-2,-5,-1,10,1,29*,1,-2,4
CN1C(=O)Cc2cc(S(=O)(=O)NCc3cccs3)ccc21,-9,-14,2,1,16,6,2,-3,-8
COc1ccccc1C(=O)Nc1ccc(N2CCN(S(C)(=O)=O)CC2)cc1,2,4,-6,8,-7,5,5,-1,-4
O=C(c1ccc(CNc2c(N3CCOCC3)c(=O)c2=O)cc1)N1CC=C(c2ccccc2)CC1,44*,8,-4,0,40,2,1,6,6
CCOc1ccccc1N1CC(O)=C(c2nc3ccccc3s2)C1=N,3,33*,-1,0,22,1,12,-2,7
COc1cc(/C=C/C(=O)OCC(=O)NC2CCS(=O)(=O)C2)ccc1OC(F)F (configuration not stated),-2,-3,-4,5,18,-2,·,0,4
CC(C)c1cc(NC(=O)C(C)(C)C)cc(C(C)C)c1O,-2,-4,3,-4,-3,2,4,1,3
O=c1c2ccccc2nc(/C=C/c2ccc(Cl)cc2)n1CCO,-1,-4,-2,2,-11,0,-10,-4,-2
COC(=O)c1n[nH]c2ccccc12,-3,2,-3,1,-7,0,-7,0,1
CCC1COCCS(=O)(=O)N1Cc1ccccc1C (configuration not stated),-3,-7,-2,-2,13,0,0,2,-3
Cc1ccc(C(=O)C2=C(O)C(=O)N(Cc3ccco3)C2c2cccc(Cl)c2)o1 (configuration not stated),5,5,-2,2,0,8,-5,6,-3
COc1ccc(Cn2c(C3CC3)nc3ccc(NC(=O)C4CC4)cc3c2=O)cc1,3,2,1,0,4,-2,-6,-3,-6
COc1ccccc1Oc1c(C)oc2cc(OC(=O)c3ccco3)ccc2c1=O,3,-2,1,8,13,0,10,-1,0
# More entries
SMILES,LYPLA2 inh,pPAFAH inh,PAD4 FP inh,PAFAH1B3 FP inh,PREPL inh,PAFAH1B2 inh,GSTO1 inh,LYPLA1 counter,PME-1 primary
CCOC(=O)N1CCN(C(=O)CS(=O)(=O)Cc2nc(-c3ccccc3F)oc2C)CC1,11,4,-1,8,10,1,-1,0,-2
CC(C)(C)OC(=O)N1CCC(CNC(=O)c2ccc(F)cc2)CC1,-4,3,-1,5,-2,4,7,2,-1
Cc1ccc(OCCSc2nnc(-c3ccncc3)n2C)cc1,1,5,1,4,6,3,2,0,6
Cc1ccc(-c2cnc(SCC(=O)N3CCCc4ccccc43)n2C)cc1,0,-3,-4,-2,0,-4,3,1,6
Cc1ccc(NC(=O)c2oc3c(c2C)C(=O)CC(C)(C)C3)cc1,8,2,3,7,2,6,-2,-1,3
O=C(COC(=O)c1ccc(-c2nnc(-c3ccccc3)o2)cc1)c1ccccc1,-2,0,2,3,8,7,1,2,4
CCCNC(=O)COc1ccc(-c2nn(C)c(=O)c3ccccc23)cc1,2,-5,-1,6,-1,2,-20,1,-3
COCCNC(=O)c1ccc(Cl)c(S(=O)(=O)Nc2cccc(C)c2C)c1,0,24,-6,-5,8,0,3,2,9
O=C(C1CCN(S(=O)(=O)c2cccc3cccnc23)CC1)N1CC=C(c2ccccc2)CC1,3,10,2,·,10,·,5,0,18
C=CCNC(=O)c1onc(CSc2ccccc2)c1C(=O)O,-2,5,-1,-2,6,8,-2,2,0
COc1ccc2nc(NC(=O)c3ccc(-c4cccc([N+](=O)[O-])c4)o3)sc2c1,11,3,6,·,7,·,4,5,0
COc1ccc(/C(N)=N/OC(=O)c2ccc(Br)o2)cc1,4,5,-2,1,5,0,1,1,2
COc1ccc(Cl)cc1CN1CCOCC1,-1,1,-1,8,4,6,6,4,-1
CCc1ccc(-c2nc(CS(=O)CC(=O)O)c(C)o2)cc1 (configuration not stated),1,8,3,2,2,7,-1,0,-2
CC(Oc1cccc(Cl)c1)C(=O)Nc1ccc([N+](=O)[O-])cn1 (configuration not stated),1,3,-4,6,23,8,1,-2,7
CCCC(NC(=O)CCc1c(C)c2cc3c(-c4ccccc4)coc3cc2oc1=O)C(=O)O (configuration not stated),2,8,-4,0,0,9,-59,-3,-1
CC(C)c1ccc(NC(=O)[C@@H](NC(=O)N2CC(=O)Nc3ccccc32)C(C)C)cc1,5,4,-1,7,-13,5,-4,-1,-9
COc1ccc(CNC2C[C@H]3CCCC(=O)N4CC[C@@H](C2)[C@@H]34)cc1 (some centres not stated),·,-2,-3,1,·,2,·,·,·
COc1ccc(/C=C2\C(=O)ON=C2c2ccccc2)cc1OC,0,0,-1,11,-7,4,9,-1,-3
COC(=O)C1CCN(C(=O)C2CCN(C(=O)[C@H](C)NS(=O)(=O)c3ccc(C)cc3)CC2)CC1,-2,1,0,-1,0,5,0,2,-6
CC(C)CN(C(=O)COC(=O)c1ccccc1SCC(=O)NC1CCCCCC1)C1CCS(=O)(=O)C1 (configuration not stated),-3,-1,-4,8,0,6,-2,4,2
Cc1ccc(C)c(NC(=O)CN2C(=O)CNC2=O)c1,3,0,0,9,21,3,-1,0,0
Cc1ccc(S(=O)(=O)NC2CCCCC2)c(C)c1NS(C)(=O)=O,-1,1,-2,3,-9,1,-3,0,-6
Cc1cc(C(=O)OCC(=O)NC(=O)c2cccn2C)c2ccccc2n1,-4,6,-2,-1,-1,2,2,1,-5
C=CCc1cccc2cc(C(=O)N(CC)CC)c(=O)oc12,6,1,-2,11,0,4,-3,2,3
# Additional records follow.
SMILES,LYPLA2 inh,pPAFAH inh,PAD4 FP inh,PAFAH1B3 FP inh,PREPL inh,PAFAH1B2 inh,GSTO1 inh,LYPLA1 counter,PME-1 primary
CC(C)Oc1ccc(C(=O)NC2=NCCS2)cc1,2,5,1,-4,-11,-2,-2,1,-5
O=C(NCc1ccccc1)Nc1cccc2ccccc12,-2,2,-3,10,13,-3,1,3,-2
CC1CCN(S(=O)(=O)c2ccc(N/N=C(/C#N)C(N)=O)cc2)CC1,8,3,-1,3,12,40*,-3,-1,2
CC(=O)N1CCN(C(=O)COC(=O)CNC(=O)c2ccccc2C)CC1,1,0,-2,10,1,0,6,-2,3
Cc1ccc(C)c(S(=O)(=O)N2CCN(CC(=O)Nc3ccc4c(c3)CCC4)CC2)c1,-6,6,-1,0,10,1,-6,-3,4
O=C1C2CSCN2C(=O)CN1CCCN1CCN(C(c2ccccc2)c2ccccc2)CC1 (configuration not stated),-3,4,0,4,17,0,-3,0,2
COc1cc(C(=O)/C=C/c2cccnc2)c([N+](=O)[O-])cc1OC,8,5,-2,0,1,1,9,3,6
CC(C)CN(CCCNC(=O)CN1C(=O)COc2ccc(S(=O)(=O)N3CCOCC3)cc21)CC(C)C,-4,0,-3,11,5,2,4,-2,-4
O=C(COC(=O)Cc1cccs1)Nc1ccccc1Cl,-2,17,-2,9,1,4,6,-2,-5
CN(CC(=O)Nc1ccc(F)cc1)C(=O)COC(=O)Cc1cccs1,0,-8,1,4,4,-3,11,-3,-6
Cc1ccc(NC(=O)CCl)c(C)c1,3,-3,2,2,11,-2,82*,-3,-6
CCOc1cc(/C=C2\C(=O)N(Cc3ccc(C)cc3)C(C)=C2C(=O)OC)ccc1O,4,20,-6,5,4,-3,35,3,6
O=C(O)/C=C/c1ccccc1[N+](=O)[O-],-3,-6,-2,8,3,-1,5,-2,-4
O=c1c(=O)n2c(nn1Cc1ccc(F)cc1)sc1ccccc12,-1,0,1,7,-5,2,14,1,2

# Some of the entries so far, with two lines to a compound.
# The line under a structure holds: LYPLA2 inh	pPAFAH inh	PAD4 FP inh	PAFAH1B3 FP inh	PREPL inh	PAFAH1B2 inh	GSTO1 inh	LYPLA1 counter	PME-1 primary
> COc1ccccc1NC(=S)NC(=O)C(C)C
    6	1	0	-4	9	0	0	0	3
> CCCc1[nH]nc2c1C(c1cccnc1)C(C#N)=C(N)O2 (configuration not stated)
    1	0	1	5	-1	3	-5	2	-2
> CNC(=O)c1[nH]cnc1C(=O)Nc1cccc(C)c1
    11	3	2	11	-3	4	·	2	-3
> O=C(NCC(=O)N1CC=C(c2ccccc2)CC1)c1ccc(OC(F)F)cc1
    ·	4	-5	1	14	-1	·	·	·
> COc1ccc(-c2cc(C(=O)NN)n(-c3ccccc3)n2)cc1
    -7	-11	-1	5	-3	2	-1	-5	-14
> COc1cc(C(=O)Nc2ccc3c(c2)N(C(=O)CCN(C)C)c2ccccc2CC3)cc(OC)c1OC
    1	3	-1	10	16	5	-1	2	-3
> O=C(CCNS(=O)(=O)c1cccc2nsnc12)Nc1ccc2c(c1)OCCO2
    -4	6	3	5	1	5	-3	0	0
> O=C(Cn1ncc2c3ccccc3n(Cc3ccccc3)c2c1=O)N1CCN(c2ccccn2)CC1
    -1	13	-1	3	3	0	0	3	-2
> CN(CCO)Cc1csc2ccc(Br)cc12
    -1	5	3	2	8	1	7	-3	-2
> Cc1cccc(-c2n[nH]c([N+](=O)[O-])n2)c1
    -6	1	-2	-1	4	6	4	1	-1
> CCN(CC)S(=O)(=O)c1ccc(N2CCCC2)c(NC(=O)c2ccc(OC)cc2OC)c1
    0	11	-5	4	-7	-3	7	1	5
> Cn1c2c(c(=O)n(C)c1=O)C(c1ccc(F)cc1)C(C#N)=C(N)O2 (configuration not stated)
    -2	4	-4	0	2	6	6	-2	0
